Screening results (PubChem BioAssay)
12-LOX inh = ALOX12 (human) lipoxygenase inhibition; P18054; purified 12hLO, xylenol orange hydroperoxide absorbance; Potency, µM (titrated, usually from 108 µM), for the others: at the top dose activity change, negative = inhibition, hits mostly inhibitors; 580,000 compounds, 1.1% hits; AID 1671190; active = well fitted inhibition curve with a large enough effect; inconclusive = small, poorly fitted or top-dose-only effect, or another doubt; inactive = no such curve, though single readings can be large or run the other way
Target sequence (P18054 whole entry, looked up): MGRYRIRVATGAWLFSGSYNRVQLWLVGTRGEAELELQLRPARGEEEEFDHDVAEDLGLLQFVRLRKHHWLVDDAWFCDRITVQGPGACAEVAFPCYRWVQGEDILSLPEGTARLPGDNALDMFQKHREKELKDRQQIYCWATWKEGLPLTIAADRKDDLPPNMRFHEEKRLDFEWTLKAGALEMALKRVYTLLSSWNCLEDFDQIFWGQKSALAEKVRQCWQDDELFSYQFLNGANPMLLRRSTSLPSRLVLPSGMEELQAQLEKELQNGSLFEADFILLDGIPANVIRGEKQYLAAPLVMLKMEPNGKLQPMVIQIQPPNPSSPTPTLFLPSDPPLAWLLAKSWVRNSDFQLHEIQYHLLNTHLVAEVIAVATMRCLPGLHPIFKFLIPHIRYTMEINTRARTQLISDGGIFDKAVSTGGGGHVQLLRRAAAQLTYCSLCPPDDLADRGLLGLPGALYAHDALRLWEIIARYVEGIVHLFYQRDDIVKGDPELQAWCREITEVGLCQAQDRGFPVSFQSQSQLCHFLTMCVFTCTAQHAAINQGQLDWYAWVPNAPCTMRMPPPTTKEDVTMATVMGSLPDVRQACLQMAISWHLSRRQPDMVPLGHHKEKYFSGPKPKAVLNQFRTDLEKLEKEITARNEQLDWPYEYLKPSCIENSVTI
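Purified human 12hLO (150 nM final) in 25 mM Hepes, 0.01% Triton X-100, pH 7.0 was preincubated 15 min at room temperature with compound. Then 40 uM arachidonic acid was added, 30 min. Hydroperoxide was read by Fe-XO absorbance ratio 573/405 nm.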
Starred values were filed as active, the others as inactive; ? = inconclusive; [ ] = another dose, or the depositor's remark. % is scaled to controls: 0 for no effect and ±100 for the full control effect; potency is read from the fitted curve at half-maximal effect.

SMILES,12-LOX inh
N#Cc1cccc(CN2CCCc3ccccc32)c1,?
CCCN1C(=O)c2[nH]nc(-c3ccccc3)c2C1c1ccccc1 (stereo not drawn),-15%
O=C(CCSc1ccccc1F)Nc1cccc(-n2cnnn2)c1,?
O=C(COc1ccccc1)N1CCC(c2nc(C3CCOCC3)no2)C1 (stereo not drawn),31%
O=C(CCn1cncn1)N1CCOc2c(O)cc(-c3cccc(Cl)c3)cc2C1,26%
Cn1c(=O)c2c(-c3cccc(Br)c3)[nH]cc2n(C)c1=O,?
CCc1nc2c(c(-c3ccc(O)cc3)n1)CCN(C(=O)Nc1ccccc1)CC2,-12%
COc1ccc2[nH]cc(CCNC(=O)c3ccccc3F)c2c1,4%
Cc1ccccc1-c1nc(S(=O)(=O)c2ccc(F)cc2)c(N(C)C)o1,-31%
O=C(N[C@@H]1c2ccccc2C[C@@H]1O)c1cc(COc2ccccc2F)[nH]n1,33%[activator]
COc1ccc(CCNC(=O)Cn2ccn3nc4c(c3c2=O)CCCC4)cc1OC,0%
CCN1CCN(c2nc3ccccc3nc2C(C#N)S(=O)(=O)c2ccccc2)CC1 (stereo not drawn),?
COc1cc(NC(=O)CCC2CCCN(Cc3nc(C(C)C)cs3)C2)cc(OC)c1 (stereo not drawn),52%[activator]
CCOc1ccccc1CN1C[C@@H](CO)[C@H](C(=O)N(C)C)C1,9%
Cc1ccc(S(=O)(=O)N(C)Cc2ccc(F)cc2)cc1,18%[176 µM]
Cc1ccc(COC(=O)c2cc(=O)c3ccccc3o2)cc1,2%
Cc1cc(C)n2nc(SCC(=O)c3cc(C)n(C4CCS(=O)(=O)C4)c3C)nc2n1 (stereo not drawn),-13%
CCCn1c(C)cnc1C1CCN(S(=O)(=O)c2ccc3c(c2)CCC3)C1 (stereo not drawn),5%
CCOC(=O)c1ccc(NC(=O)CN2C(=O)NC3(CCCCC3)C2=O)cc1,11%
Cc1ccc(CN2CCC[C@H]2C(=O)N2CCCCCCNC(=O)CC2)o1,44%
Cc1nc(C2CC(O)C2)cc(N2CCC(Oc3ncccn3)CC2)n1 (stereo not drawn),39%[activator]
COc1ccc(C(=O)N2CCC3(CC2)OCC(C(=O)NCC(C)C)N3C(=O)c2ccc(C)cc2)cc1 (stereo not drawn),28%
Cc1nc2scc(CC(=O)NCC(C)C)n2c(=O)c1-c1cc(C)n(-c2ccc(F)cc2)n1,3%
Clc1ccccc1-c1nc(N2CCNCC2)c2ccccc2n1,?
COCCNC(=O)[C@H]1CN(Cc2ccccc2)C[C@H]1C(=O)O,26%
CCn1cnnc1-c1nn(C)c2c1CN(C(=O)Cc1c[nH]c3ccccc13)CC2,36%[activator]
OCC1(CCOc2ccccc2)CCN(c2nnnn2-c2ccccc2)CC1,53%[activator]
CCNC(=O)N1CCC(Cc2ncc(C)n2Cc2ccc(F)cc2)CC1,58%[activator]
Cc1c(F)cc(C(N)=O)cc1NS(=O)(=O)c1cccc(Cl)c1C,7%
CCn1nccc1C(=O)N1C[C@@H](Oc2cccnc2)C[C@@H]1C(=O)NCCOC,10%
O=C(CN1C(=O)NC2(CCOCC2)C1=O)NCc1ccc2c(c1)OCO2,4%
c1ccc(CN2CCC[C@H]2c2nc(-c3ccc(OC4CCCCC4)nc3)no2)nc1,65%[activator][176 µM]
CC(C)Cc1ccc(C(=O)/C=C/c2ccc(C(=O)O)cc2)cc1,?
COc1cc(F)ccc1-c1nccc2c(=O)cc(N3CCN(C)CC3)oc12,8%[176 µM]
CN=C(NC)NCc1cccc(Br)c1,?
CN(C)[C@@H]1CN(C(=O)CN2CCCCCC2)CC[C@@H]1CO,31%[activator]
O=Cc1cc2ccc(Br)cc2[nH]1,-24%
CCOc1ccc(-c2cc(C(=O)N3CCN(c4ncccn4)CC3)c3ccccc3n2)cc1,?
Cc1cccc(CNC(=O)C2CCN(c3cn[nH]c(=O)c3)C2)c1 (stereo not drawn),-12%
COc1cccc(CN2CCNc3cnc(-c4ccccc4)cc3C2)c1,16%[176 µM]
CC(C)C(C#CC1CC1)N(Cc1ccc2c(c1)OCO2)C(N)=NC(=O)/C=C/c1ccccc1 (stereo not drawn),39%[activator]
O=C(Cn1cnc(S(=O)(=O)N2CCOCC2)c1)Nc1cccc(-c2ccno2)c1,?
COc1ccccc1-c1ccnc(-c2nnc(C)n2Cc2ccccc2)c1,49%[activator][176 µM]
FC(F)(F)c1cccc(NC(=S)NCc2cccs2)c1,?
COc1ccc(OC)c(NC(=O)Cn2cccc2-c2nc(-c3ccc(F)cc3)no2)c1,?
CC1CCN(C(=O)Cc2n[nH]c(=O)c3ccccc23)CC1,-2%
CCc1nc(C)sc1CNC(=O)[C@H]1CNC[C@H](C(=O)N2CCCC2)C1,52%[activator]
CN(C)CCN(C)[C@H]1[C@@H]2OC[C@@H](O2)[C@@H](NCc2ccc(N(C)C)cc2)[C@@H]1O,81%[activator][176 µM]
COC(=O)C1=C(C)N=C2SC=C(CC(=O)NCC3CCCO3)N2C1c1ccccc1F (stereo not drawn),-4%
CC(Sc1ccc2ccccc2n1)C(=O)NC1(C#N)CCCCC1 (stereo not drawn),5%
CC(Sc1nnc(N2CCOCC2)n1-c1cccc(F)c1)c1nc2ccccc2c(=O)[nH]1 (stereo not drawn),14%
O=C(c1cccs1)N1CCC(N2C(=O)C(OCC3CC3)C23CCCCC3)CC1 (stereo not drawn),30%
NC(=O)c1noc(CN2CCn3nc(CCC(=O)N4CCOCC4)cc3C2)n1,78%[activator]
CC(NC(=O)c1nccnc1N)c1ccccc1Br (stereo not drawn),0%
CN(Cc1ccc(-n2cccn2)cc1)Cc1nc(Cc2cccc(F)c2)no1,21%
O=S1(=O)c2ccc(Br)cc2OC[C@@H](c2ccccc2)N1Cc1cn(Cc2ccccc2)nn1,18%

Nothing new here: 2 of the compounds above.
SMILES,12-LOX inh
COC(=O)C1=C(C)N=C2SC=C(CC(=O)NCC3CCCO3)N2C1c1ccccc1F (stereo not drawn),-4%
CC(Sc1ccc2ccccc2n1)C(=O)NC1(C#N)CCCCC1 (stereo not drawn),5%

Following part
SMILES,12-LOX inh
C=CCNC(=O)c1ccc(CNC(N)=O)cc1,-5%
Cc1cccc(NC(=O)N2CCCC(Cc3noc(C4CC4)n3)C2)c1 (stereo not drawn),49%[activator]
CNC(=O)[C@@H]1CN(C(=O)Cc2c[nH]c3ccccc23)C[C@H]1COC,20%
COC(=O)N1CCn2cc(C(=O)NCc3ccc(Cl)nc3)nc2C1,8%[6.33 µM]
CCN1c2cc(C(=O)Nc3ccc(OC)c(OC)c3)ccc2C(=O)N2CCCCC21 (stereo not drawn),18%
COc1cc(C)c(NC(=O)Cn2cnc3c2c(=O)n(C)c(=O)n3C)cc1OC,?
CC(OC(=O)c1cc(=O)c2ccccc2o1)C(=O)Nc1ccc(C(F)(F)F)cc1 (stereo not drawn),?
Cc1c(C(=O)NCCCN2CCCC2=O)cnn1-c1ncc2c(n1)-c1ccccc1CC2,9%
O=c1[nH]c(N2CCOCC2)nc2c1CCN(Cc1ccc(F)cc1F)CC2,22%
CCn1c(=O)c2ccnn2c2ccc(C(=O)NCCCOC(C)C)cc21,28%
O=C(c1nc2nc(-c3ccco3)cc(C(F)(F)F)n2n1)N1CCOCC1,?
CC(C)CCNC(=O)CSc1nc2cc([N+](=O)[O-])ccc2o1,?
O=C(C1CCCC1)N(Cc1ccc2cc[nH]c2c1)C1CC1,-10%
Cc1nn(CC(=O)Nc2ccc3c(c2)nc(Cn2ccc4ccccc42)n3C)c(=O)c2ccccc12,21%
O=C(NCc1cccc(CNC(=O)Nc2ccccc2C(=O)NCCc2ccccc2)c1)Nc1ccccc1C(=O)NCCc1ccccc1,38%
NC(=O)C1(N)CCOCC1,?
Cc1cccc(NC(=O)N2CCCC(Cn3cnc4cccnc43)C2)c1C (stereo not drawn),24%
CC(OC(=O)c1c[nH]c2ccccc12)C(=O)NCc1ccccc1 (stereo not drawn),?
COC(=O)N1CCc2nc(-c3ccccc3)nc(-c3ccc(Cl)cc3)c2C1,5%
O=C(CCc1ccsc1)Nc1cccc(N2CCCC2=O)c1,-4%
Cc1cccc(NC(=O)CN2C(=O)NC3(CCCCC3)C2=O)c1C,1%
O=[S+]1([O-])NC2(CCN(Cc3ccncc3)CC2)COc2ccccc21,-9%[6.33 µM]
C/C(=N\O)C1(C)CC2=C(CCCC2(C)C)CC1C (stereo not drawn),-10%
CC(C)n1cc2cc(C(=O)Nc3ccc4c(c3)OCCO4)sc2c1,4%
CCc1ccc(OCC(=O)OCC(=O)c2cc3ccccc3o2)cc1,-21%
CC1=C[C@@H](CNC(=O)CCCC(=O)O)[C@H](C(C)C)C[C@H]1Cc1nc2ccc(Cl)cc2[nH]1,?
Cc1ccc(Cn2c(C3CCN(C(=O)Cc4ccccc4)CC3)n[nH]c2=O)cc1,-14%
CNC(=S)NNC(=O)c1ccc(Cl)c(Cl)c1,41%[activator]
COc1ccc(-c2cc3c(=O)[nH]nc(SCC(=O)N4CCCCC4)n3n2)cc1OC,25%
COc1ccc2cc(C(=O)O)nnc2c1,?
CS(=O)(=O)N1CC(=O)N2[C@@H](CO)[C@H](c3ccc(Br)cc3)[C@@H]2C1,?
O=c1oc2ccccc2c(NC2CCCCC2)c1NS(=O)(=O)c1ccc(Br)s1,69%[activator]
Cc1cc(NC(=O)COC(=O)c2ccc3c(c2)NC(=O)C(C)S3)no1 (stereo not drawn),-8%
CNC(=O)CSc1nc2c(c(C(F)(F)F)c1C#N)CC(C(C)(C)C)CC2 (stereo not drawn),-12%
CCOCCn1c(SCc2ccc(Cl)cc2)nc2c1c(=O)[nH]c(=O)n2C,5%
CCc1[nH]ncc1C(=O)N[C@H]1CC[C@H](Nc2nccc(-c3ccccn3)n2)C1,42%[activator]
CC1(c2ccccc2)N(Cc2ccccc2F)C(=O)OC12CCN(c1cccnc1)CC2 (stereo not drawn),?
Cc1c(C(=O)c2ccccc2)oc2ccc(F)cc12,?
COC(=O)c1ccc(Oc2coc3cc(OC(=O)c4cccs4)ccc3c2=O)cc1,-4%
CCCOc1ccc(NC(=O)c2cccc(Cl)c2)c2cccnc12,25%

Next section, overlapping the part above by 2 compounds.
SMILES,12-LOX inh
COC(=O)c1ccc(Oc2coc3cc(OC(=O)c4cccs4)ccc3c2=O)cc1,-4%
CCCOc1ccc(NC(=O)c2cccc(Cl)c2)c2cccnc12,25%
CS(=O)(=O)N1CCCC1c1noc(CCC(=O)N2CC=C(c3ccccc3)CC2)n1 (stereo not drawn),39%[activator]
CNC(=O)c1ccc(CN(C)C(=O)CCc2ncc(-c3ccc(C)cc3)o2)cc1,-19%
CC1=NOC2(CCN(C(=O)c3ccc(F)cc3)CC2)C1,44%[activator][176 µM]
CC(C)(C)c1ccc(-n2ncc3c2CCCC3NC(=O)Cc2n[nH]c(=O)[nH]2)cc1 (stereo not drawn),31%[activator]
Cc1cc(C(N)=O)c(-c2ccc(N)nc2)nc1C,1%
COc1ccc(CNC(=O)[C@@H]2CCC[C@@H](NCc3nccs3)CN(C)C(=O)C2)cc1,33%[activator][176 µM]
CC1=C[C@@H](CNC(=O)[C@@H]2CCCC[C@@H]2C(=O)O)[C@H](C(C)C)C[C@H]1Cc1nc2c(C)cccc2[nH]1,9%
Cc1cccc(CN2CCNc3cc(Nc4cccnc4)ncc3C2)c1,21%[176 µM]
Clc1ccc(C2Cn3nnc(-c4nc(C5CCCCC5)no4)c3CO2)cc1 (stereo not drawn),49%[activator]
Cc1cc(C)cc(C(=O)NCC(c2ccccc2)c2c[nH]c3ccccc23)c1 (stereo not drawn),?
O=C(CCCc1nc2ccccc2s1)N1CCc2c(nc3cc(-c4ccccc4)[nH]n3c2=O)C1,18%
Cn1cccc1CN1CCC2(CC1)C(=NC1CCCCC1)NC(=O)N2c1cccnc1,0%[6.33 µM]
COc1ccc(C(=O)N2CCC(Oc3ccc(-c4noc(-c5ccccc5)n4)cc3)C2)cn1 (stereo not drawn),33%[activator]
COc1ccc(Br)cc1/C=C/C(=O)O,-3%
COc1cc(OC)cc(-c2cc3c(Nc4cccc(S(C)(=O)=O)c4)nccc3n2C)c1,?
O=C(c1ccc2c(c1)OCO2)N1CCC(N2CCOC2=O)CC1,11%[6.33 µM]

Reprinted from the part before: 3 entries; new compounds follow.
SMILES,12-LOX inh
COc1ccc(Br)cc1/C=C/C(=O)O,-3%
COc1cc(OC)cc(-c2cc3c(Nc4cccc(S(C)(=O)=O)c4)nccc3n2C)c1,?
O=C(c1ccc2c(c1)OCO2)N1CCC(N2CCOC2=O)CC1,11%[6.33 µM]
CCCn1nc(C(=O)Nc2cccc(C(=O)Nc3cccc(C(F)(F)F)c3)c2)c2ccccc2c1=O,14%
O=C(CC1Sc2ccc(C(F)(F)F)cc2NC1=O)Nc1ccc(F)c(Cl)c1 (stereo not drawn),-30%
O=C(Cc1ccsc1)N1CCC(n2cc(-c3nc(-c4ccccc4)no3)nn2)CC1,5%
CC1=C(C(=O)N2CCCCCC2)CC(CC(=O)NCCc2ccccn2)C(=O)N1CCCN1CCCC1=O (stereo not drawn),1%

These rows are one share of the data; count on the stated rates, not on these rows.
